# Source: PubChem (several laboratories)
# NR5A2 inv ag – inverse agonists of human LRH-1 (NR5A2) | inhibition, % at 3.6 µM | HEK293T StAR-luciferase reporter, LRH-1 transfected, 24 h | actives 0.13% (n = 360,000);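 active = inhibition above the mean inhibition of all tested compounds plus 3 SD, cut at about 73% in these data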;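 also: 0% = DMSO wells and 100% = reporter-only cells lacking LRH-1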
# LMP1 NFkB inh – Epstein-Barr LMP1 NF-kappaB reporter inhibition. inhibition, % at 12.5 µM. actives 0.69% (n = 350,000). AID 504558. LMP1-induced NF-kappaB luciferase reporter cells, luminescence; in the data active = inhibition above about 41%;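 also: 0% = neutral control wells and 100% = reference inhibitor control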
# C8 TRAIL sens – caspase-8 TRAIL sensitization. NB7+C8 cells + TRAIL, ATPlite viability luminescence. inhibition (viability loss, TRAIL sensitization), % at 10 µM. actives 1% (n = 360,000). AID 624354;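 active = compounds causing at least 50% loss of cell viability in the single-dose screen, relative to plate controls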
# NCOA2 inhibitor – human SRC2 (NCOA2) inhibition; Q15596; HEK293 GAL4-SRC2 luciferase reporter, luminescence; inhibition, % at 9 µM; actives 0.17% (n = 370,000);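 active = inhibition above the mean inhibition of all tested compounds plus 3 SD, set per campaign, cut at about 52% in these data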;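 also: 0% = DMSO treated cells and 100% = cells given Gossypol at 36 µM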
# TLR9-MyD88 inh – inhibitors of human TLR9-MyD88 binding; Q9NR96+Q99836; CHO BLA complementation TLR9-MyD88, CCF4 FRET ratio; inhibition, % at 4.98 µM; actives 0.21% (n = 340,000); AID 504734;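 active = inhibition above the mean over all tested compounds plus 3 SD, cut at about 21% in these data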;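 also: 0% = DMSO only wells and 100% = clavulanate BLA inhibitor control wells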
# Target sequence (Q99836 whole entry, looked up): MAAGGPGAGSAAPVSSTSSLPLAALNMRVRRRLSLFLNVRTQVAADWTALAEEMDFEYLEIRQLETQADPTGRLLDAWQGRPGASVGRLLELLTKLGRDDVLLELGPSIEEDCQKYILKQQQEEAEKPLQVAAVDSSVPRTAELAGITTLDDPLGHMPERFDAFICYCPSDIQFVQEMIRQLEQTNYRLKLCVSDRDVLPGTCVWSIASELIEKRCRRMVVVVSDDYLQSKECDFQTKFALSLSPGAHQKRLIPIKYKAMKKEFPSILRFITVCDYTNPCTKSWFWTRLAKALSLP
# Target sequence (Q9NR96 whole entry, looked up): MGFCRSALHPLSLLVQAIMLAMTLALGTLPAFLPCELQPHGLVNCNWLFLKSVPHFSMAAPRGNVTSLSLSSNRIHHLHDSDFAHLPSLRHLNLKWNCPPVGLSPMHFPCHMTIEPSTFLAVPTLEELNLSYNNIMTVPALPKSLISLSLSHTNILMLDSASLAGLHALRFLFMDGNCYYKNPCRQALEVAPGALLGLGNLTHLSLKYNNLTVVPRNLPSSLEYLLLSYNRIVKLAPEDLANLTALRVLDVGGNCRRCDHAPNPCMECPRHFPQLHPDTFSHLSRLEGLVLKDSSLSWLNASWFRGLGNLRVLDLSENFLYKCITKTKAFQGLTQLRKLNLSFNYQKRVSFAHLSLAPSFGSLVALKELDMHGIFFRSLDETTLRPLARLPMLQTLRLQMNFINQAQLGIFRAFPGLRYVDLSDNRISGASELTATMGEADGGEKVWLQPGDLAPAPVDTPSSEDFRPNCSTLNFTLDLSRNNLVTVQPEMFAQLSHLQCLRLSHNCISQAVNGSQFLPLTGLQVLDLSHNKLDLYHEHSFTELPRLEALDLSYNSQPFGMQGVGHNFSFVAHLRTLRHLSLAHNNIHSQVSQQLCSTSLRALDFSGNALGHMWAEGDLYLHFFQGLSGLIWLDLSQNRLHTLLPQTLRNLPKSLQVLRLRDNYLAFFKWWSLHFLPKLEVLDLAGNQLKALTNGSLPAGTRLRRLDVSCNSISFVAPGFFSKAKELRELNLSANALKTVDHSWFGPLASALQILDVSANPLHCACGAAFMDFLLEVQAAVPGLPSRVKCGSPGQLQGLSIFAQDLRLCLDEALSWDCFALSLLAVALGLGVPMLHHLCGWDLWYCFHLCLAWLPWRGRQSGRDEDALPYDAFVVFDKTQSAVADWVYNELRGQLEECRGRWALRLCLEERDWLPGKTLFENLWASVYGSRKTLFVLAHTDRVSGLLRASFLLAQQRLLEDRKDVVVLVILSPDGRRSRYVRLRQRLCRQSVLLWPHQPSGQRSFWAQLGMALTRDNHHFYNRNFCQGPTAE
# NCOA1 inh – human NCOA1 inhibition; AID 588354; actives 0.12% (n = 360,000); HEK293 GAL4-SRC1 luciferase reporter, luminescence; inhibition, % at 3.6 µM;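 active = inhibition above the campaign mean plus 3 SD, with each screening campaign given its own cutoff, cut at about 60% in these data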;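 also: 0% = DMSO treated cells and 100% = gossypol at 36 µM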
# NOD2-RIPK2 inh – blocks binding of human NOD2 to RIPK2 | O43353 | CHO BLA complementation NOD2-RIPK2, CCF4 ratio | inhibition, % at 4.98 µM | actives 0.38% (n = 360,000) | AID 624267; in the data active = inhibition above about 21%;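 also: 0% = vehicle only and 100% = reference blocker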
# TROY signal inh – inhibitors of TROY-dependent NF-kB signaling; Q293 LMP1-TROYcd NF-kB luciferase reporter, 4 h; inhibition, % at 10 µM; actives 0.98% (n = 360,000); AID 1347056;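 active = compounds whose plate-normalised and pattern-corrected inhibition of the luciferase reporter signal at the single screening dose is 50% or more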
# SRC3 inh – inhibits human SRC3 coactivator; Q9Y6Q9; inhibition, % at 3.6 µM; actives 0.17% (n = 360,000); AID 588352; HEK293 GAL4-SRC3 luciferase reporter, luminescence;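 active = inhibition above a per-campaign cutoff, the mean of all compounds plus 3 SD, cut at about 60% in these data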;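 also: 0% = DMSO-treated cells and 100% = gossypol-treated cells at 36 µM; higher means less SRC3-driven luciferase light from the GAL4 reporter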
# COUP-TFII inh – inhibitors of human COUP-TFII (NR2F2). inhibition, % at 8.6 µM. P24468. AID 686940. HEK293T NGFI-A luciferase reporter, luminescence. actives 0.7% (n = 370,000);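 active = inhibition above a per-plate cutoff, mean inhibition of test wells between control levels plus 3 SD, cut at about 38% in these data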;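 also: cells cotransfected with COUP-TFII expression vector driving the NGFI-A reporter; 0% = median of COUP-TF2 test wells and 100% = reporter-only cells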
# TWEAK-Fn14 inh – inhibitors of TWEAK-Fn14 interaction signaling. actives 2% (n = 360,000). inhibition, % at 10 µM. TWEAK-stimulated Fn14 reporter cells, luciferase luminescence, 8 h. AID 1159606; in the data active = inhibition above about 50%
# Starred values were filed as active, the others as inactive; x = not tested or not shown. This is a subset; the hit share may differ from the screen's.
SMILES,NR5A2 inv ag,LMP1 NFkB inh,C8 TRAIL sens,NCOA2 inhibitor,TLR9-MyD88 inh,NCOA1 inh,NOD2-RIPK2 inh,TROY signal inh,SRC3 inh,COUP-TFII inh,TWEAK-Fn14 inh
CC1CCCCC1NC(=O)C1CCN(S(=O)(=O)N2CCC3(CC2)OCCO3)CC1 (stereo unspecified),25,-2,7,28,-6,4,-10,-9,2,6,2
CCOC(=O)N1CCC(N2CCN(Cc3ccc(C)o3)C(CCO)C2)CC1 (stereo unspecified),22,-4,1,28,4,4,8,-19,15,1,3
CN(C)CCN(C(=O)c1ccc2ccccc2c1)c1nc2ccc(Br)cc2s1,2,0,5,5,-5,-9,6,-24,-12,-3,-28
CCc1ccc(NC(=O)Cn2nnc(C(=O)NCc3cccs3)c2N)cc1,15,14,-2,-8,4,-4,0,-1,0,2,-11
O=S1(=O)CC(N2CCN(c3ccccn3)CC2)CN1C1CCCCC1 (stereo unspecified),17,x,-20,4,x,10,-3,-1,10,0,0
CC1(C)c2[nH]c3ccccc3c2C[C@H]2C(=O)N(CCCO)CC(=O)N21,-10,-12,1,-5,-6,-11,-2,7,1,25,3
Cc1ccc(-c2nnc(SCC(=O)N/N=C/c3c(C)nn(-c4ccccc4)c3C)n2-c2ccccc2)cc1,-7,6,-8,-13,-4,-2,-14,-5,-5,-5,11
COc1ccc(C2CCCN2C(=O)Nc2ccccc2)cc1OC (stereo unspecified),-15,0,10,-16,-9,-7,-10,-13,1,-17,4
Cc1nc2c(=O)oc3ccccc3c2n1-c1ccccc1,-8,-5,7,-4,2,8,5,3,9,-5,-26
CCN(Cc1ccccc1)C(c1ccccn1)c1nnnn1C1CCCCC1 (stereo unspecified),-10,-21,1,-13,9,4,-6,-12,0,-6,-9
Cc1cccc(NC(=O)c2ccc(OCc3c(C)noc3C)cc2)n1,-17,-4,4,1,-9,2,-4,6,4,9,10
CC(=O)Nc1ccc(NC(=O)C(C)OC(=O)C23CC4CC(CC(Cl)(C4)C2)C3)cc1 (stereo unspecified),-28,-6,6,-5,1,-9,-4,8,-31,0,-3
O=C(COC(=O)COc1ccccc1)Nc1ccccc1OC(F)F,-14,-6,-3,14,-1,-7,-12,23,-21,8,3
NS(=O)(=O)c1ccc(-n2ncc3c(=O)[nH]c(SCC(=O)Nc4nccs4)nc32)cc1,7,-1,1,15,1,5,0,4,-1,-8,1
O=C(NCCS(=O)(=O)N1CCN(c2ccccc2)CC1)C1CC(=O)N(c2ccc(F)cc2)C1 (stereo unspecified),-3,-6,2,4,-17,-10,-4,11,-21,6,11
C=CCn1c(SCC(=O)NC2CCS(=O)(=O)C2)nc2sc(CC)cc2c1=O (stereo unspecified),-18,-3,12,3,-6,-19,-22,1,-14,10,4
O=C(OCc1ccccn1)c1ccc(COc2ccccc2Cl)o1,-30,6,7,1,-7,-54,1,-42,-13,0,-25
CC(N)c1csc(NC(=O)Nc2cccc(C(F)(F)F)c2)n1 (stereo unspecified),-3,x,19,3,x,-5,7,-14,9,15,10
CCN(CC)C(=O)N1CCc2ccccc21,16,-3,-4,5,6,3,5,6,7,15,-7
Clc1ccc(OCc2nn3c(-c4ccco4)nnc3s2)cc1,-11,4,17,-9,6,-8,8,-15,5,5,-5
CCc1nn(C(C)C(=O)NCc2cccc(Cl)c2)c(=O)c2cc3occc3n12 (stereo unspecified),4,-5,-3,6,-1,-78,-4,-9,13,-15,5
O=[N+]([O-])c1ccc(NC(=S)NCC(c2cccnc2)N2CCOCC2)cc1 (stereo unspecified),9,-5,2,-15,3,-26,-11,5,6,9,-3
CSCCC(NS(=O)(=O)c1cccs1)C(=O)NCc1ccc(C)cc1 (stereo unspecified),10,2,9,5,-4,1,0,24,-16,-3,5
Cn1nc(C(=O)NCc2cccs2)c2ccccc2c1=O,15,3,-5,-9,-7,-7,5,-8,6,-17,13
Cc1cc(-c2ccc(C(C)C)c(S(=O)(=O)N3CCC(C)CC3)c2)on1,-7,1,16,0,-11,12,-2,14,-5,21,-9
COc1cc(OC)cc(C(=O)NNS(=O)(=O)c2ccc(F)cc2)c1,4,-7,0,17,10,-17,-6,18,-1,21,-15
O=C(Cc1ccc(Cl)cc1)Nc1cc(Cl)ccn1,-30,-6,13,-15,1,-33,8,-64,-34,17,-5
CCN1CCN(CC(=O)c2cc(OC)c(OC)c(OC)c2)CC1,8,-2,0,-1,8,0,-4,19,3,-5,2
Cc1ccc(C2=NCCn3nc4cc([N+](=O)[O-])ccc4c32)cc1,-12,-2,-21,-42,-9,-9,8,-45,-2,3,-31
O=C(O)CC/C(=C\c1ccc(Cl)c([N+](=O)[O-])c1)c1nc2ccccc2s1,13,3,4,-12,-1,2,-1,26,12,20,-31
Cn1ccc2c(N3CCCCCCC3)cc3c(c21)C1CCC3O1 (stereo unspecified),18,x,-10,-1,x,8,16,20,8,-16,-3
CCOc1nc(NCCO)nc(NCCC2=CCCCC2)n1,-22,6,37,-1,5,-10,2,-3,16,-16,-10
Nc1ccc2c(c1)C(=O)Cc1ccccc1S2,-18,-6,-4,4,-4,-3,9,-34,5,-22,-17
CCCNc1nc(OCC(F)(F)F)nc(OCC(F)(F)F)n1,10,4,-33,4,1,13,-8,-14,-45,2,4
O=C(O)COn1c(-c2ccc(Cl)cc2)nc2ccc(Cl)cc21,-85,-6,17,-29,-2,-81,3,-64,-68,-52,-11
O=C(c1cccc(C(F)(F)F)c1)C1CCCN(Cc2cccn2-c2ccccn2)C1 (stereo unspecified),6,13,8,-17,-3,-5,-13,5,18,4,-8
CC(C)(C)n1nnnc1C(c1ccccc1)N1CCN(C(=O)C2CCCO2)CC1 (stereo unspecified),-7,x,0,-11,x,x,-8,-19,x,-18,9
CC(=O)Nc1ccc(CN(C)c2c(C)nc3ccc(C(=O)NCCCn4ccnc4)cn23)cc1,-10,x,5,8,x,3,3,-8,-6,2,2
CCOC(=O)c1c(C)[nH]c(C(=O)OCC(=O)N(C)CC(=O)Nc2ccccc2Cl)c1C,19,-3,3,-2,-2,0,6,-9,1,0,-15
O=C(CCCc1ccccc1)NCc1cn2ccsc2n1,2,9,-2,-11,-14,-16,1,-18,-14,-5,-6
Cc1ccc(C(=O)N2CCCCC2)cc1S(=O)(=O)N1CCOCC1,1,-7,6,-5,-7,3,-4,3,1,-6,-6
O=C1CN(c2ccccc2)C(=S)N1C(=O)c1ccccc1,-120,-22,1,-50,-8,-126,2,-51,-59,-45,-8
Oc1ccccc1Oc1ncc(Br)c(Cl)n1,15,1,11,-1,1,7,-10,-3,2,-1,11
CN(C)N1C(N)=C(C#N)C(c2cccc3ccccc23)C2=C1CC(c1ccccc1)CC2=O (stereo unspecified),10,17,-9,5,-6,-12,9,20,7,-13,49
CCN(CC(=O)Nc1ccc(OC)cc1)C(=O)Cc1ccc(OC)c(S(=O)(=O)N2CCOCC2)c1,-9,5,-6,-36,6,3,7,-46,16,-6,-5
COc1ccc(CNc2nc(-c3cccnc3)nn2C(=O)CC(C)C)cc1,-2,0,1,0,-4,-8,-4,-14,1,9,11
COC(=O)N1C(=O)[C@](c2ccsc2)(C(C)C)N1C(=O)OC,2,-5,1,13,0,-12,-5,14,7,-13,42
COc1cccc(/C=C/C(=O)c2cccc([N+](=O)[O-])c2)c1,-3,6,-3,25,1,-21,-7,-6,20,7,-5
CCCCC(CC)C(=O)Oc1ccc(O)c(C(C)(C)C)c1 (stereo unspecified),1,10,2,-26,10,0,-4,1,-1,-10,4
CCOC(=O)Oc1ccc2oc(=O)cc(C)c2c1,-13,7,-3,-31,-6,-13,5,3,-7,-7,-12
O=C(Cc1ccc(-n2cccc2)cc1)N1CCc2ccccc21,-27,-29,-19,12,-6,7,-7,13,-4,20,15
Cc1ccccc1C(=O)N1CCC(C(=O)Nc2ccc3c(c2)OCO3)CC1,4,1,-9,-8,1,-2,-2,15,17,-1,21
COc1ccc2c(c1OC)C(=O)OC2Nn1cncn1 (stereo unspecified),23,3,-23,16,-2,-10,-9,20,-5,-2,0
Cc1cc([N+](=O)[O-])ccc1NC(=O)CN1C2CCC1CC(NC(=O)NC13CC4CC(CC(C4)C1)C3)C2 (stereo unspecified),8,-7,12,21,-11,-4,-3,18,10,23,34
Cc1ccc(-c2nc(C=Nc3ccccc3)c(O)o2)cc1,-55,-24,6,-66,0,-19,-2,-32,-32,-25,-33
Cc1cc(C)cc(Cn2cc(CN3CC(N4CCCCC4)CS3(=O)=O)nn2)c1 (stereo unspecified),-25,x,3,-7,x,x,-3,-10,x,-3,-6
CCOC(=O)/C(=N\Nc1ccccc1Cl)N1CC(C)OC(C)C1 (stereo unspecified),-7,-4,-9,-4,3,7,-13,-3,0,4,-7
C[C@H]1CCCCO[C@@H](CN(C)C(=O)NC2CCCCC2)[C@@H](C)CN([C@@H](C)CO)C(=O)c2cc(NC(=O)Cc3ccccc3)ccc2O1,7,2,10,-22,-6,-12,2,-5,-16,8,10
COc1ccc(C(=O)NCC(=O)OCC(=O)NC23CC4CC(CC(C4)C2)C3)cc1,29,4,-15,-10,7,-11,-6,8,15,5,12
CCCNC(=O)Nc1nc(CC(=O)OCC)cs1,-5,-2,1,11,-2,9,5,13,3,-15,-16

# The list continues.
SMILES,NR5A2 inv ag,LMP1 NFkB inh,C8 TRAIL sens,NCOA2 inhibitor,TLR9-MyD88 inh,NCOA1 inh,NOD2-RIPK2 inh,TROY signal inh,SRC3 inh,COUP-TFII inh,TWEAK-Fn14 inh
CCC(=O)c1cn(/C(=C\C(=O)OC(C)(C)C)CCC(OC)OC)cc1CC,1,-2,0,-11,-8,-5,-9,8,9,6,7
COc1ccc(Cl)cc1-c1nc(SCC(=O)NCCN2C(=O)CSC2=O)n[nH]1,12,9,-8,21,-6,6,-5,2,5,1,8
COc1ccc(CNC(=O)c2coc(=O)c3ccccc23)c(OC)c1,-8,6,-4,-5,-9,-16,-4,9,8,-9,1
Cc1csc(NC(=O)CSc2nnc(C)n2Cc2ccco2)n1,11,-9,5,-3,8,5,-7,2,13,5,3
CCCNc1ncccc1C(N)=O,-5,-6,2,13,3,2,1,4,10,6,-14
O=C(Nc1ccccc1)C1=C[C@@H](c2coc3ccccc3c2=O)C[C@@H](OCc2ccc(CO)cc2)O1,6,-18,-2,-18,-7,-20,-13,-24,-2,-1,8
COc1cccc(/C=N/Nc2ccccc2C(=O)O)c1O,-111,-28,9,-53,-6,-102,-2,-17,-120,-18,31
Cc1ccc(CSc2ncnc3c2cnn3-c2ccc(C)cc2)cc1,-98,-16,8,-48,11,-71,5,-21,-49,-28,-14

# Sorted by count of non-hydrogen atoms (falling): part of the list above.
SMILES,NR5A2 inv ag,LMP1 NFkB inh,C8 TRAIL sens,NCOA2 inhibitor,TLR9-MyD88 inh,NCOA1 inh,NOD2-RIPK2 inh,TROY signal inh,SRC3 inh,COUP-TFII inh,TWEAK-Fn14 inh
O=C(Nc1ccccc1)C1=C[C@@H](c2coc3ccccc3c2=O)C[C@@H](OCc2ccc(CO)cc2)O1,6,-18,-2,-18,-7,-20,-13,-24,-2,-1,8
COc1ccc(CNC(=O)c2coc(=O)c3ccccc23)c(OC)c1,-8,6,-4,-5,-9,-16,-4,9,8,-9,1
COc1cccc(/C=N/Nc2ccccc2C(=O)O)c1O,-111,-28,9,-53,-6,-102,-2,-17,-120,-18,31
